TDP1 block: TDP1 (human) enzyme inhibition | Potency, µM (top dose mostly 130 µM), without a hit: at the top dose activity change, negative = inhibition, usual class: inhibitors | AID 485290 | hit rate 0.28% among 350,000 | recombinant TDP1, AlphaScreen DNA substrate cleavage; further: nearly all actives have a fitted effect of over 40% in size
Target sequence (Q9NUW8 whole entry, looked up): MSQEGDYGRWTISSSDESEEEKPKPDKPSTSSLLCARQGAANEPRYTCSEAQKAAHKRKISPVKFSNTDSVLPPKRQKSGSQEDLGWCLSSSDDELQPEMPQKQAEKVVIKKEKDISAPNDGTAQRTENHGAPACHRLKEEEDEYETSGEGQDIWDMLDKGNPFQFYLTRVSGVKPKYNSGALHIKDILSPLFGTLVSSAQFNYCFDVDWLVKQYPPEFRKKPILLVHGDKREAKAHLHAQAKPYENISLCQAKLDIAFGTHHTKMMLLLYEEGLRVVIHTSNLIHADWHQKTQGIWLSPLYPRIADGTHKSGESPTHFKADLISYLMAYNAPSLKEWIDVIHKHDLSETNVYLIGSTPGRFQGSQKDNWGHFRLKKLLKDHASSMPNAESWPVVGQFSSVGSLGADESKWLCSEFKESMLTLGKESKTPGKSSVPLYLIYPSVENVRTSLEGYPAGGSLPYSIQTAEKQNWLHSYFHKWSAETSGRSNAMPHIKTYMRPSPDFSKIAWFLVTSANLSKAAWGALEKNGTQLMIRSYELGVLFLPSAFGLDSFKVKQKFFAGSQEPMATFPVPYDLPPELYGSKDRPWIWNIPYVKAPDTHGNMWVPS
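Tdp1 1 nM final; 15 min RT w/ cpd; substrate 15 nM, 5 min; beads 10 ug/ml, 10 min; AlphaScreen read. Neg ctrl: no enzyme.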
N370S GC: inhibits or activates N370S mutant glucocerebrosidase; N370S GC spleen homogenate, 4MU-glucoside fluorescence; Potency, µM (doses to about 59.4 µM), without a hit: top-dose activity change, negative = inhibition, actives largely listed as inhibitors; hit rate 0.092% among 330,000; AID 2101;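 further: 0% = full enzyme activity and -100% = no enzyme basal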
TDP1 cell noCPT: qHTS for Inhibitors of human tyrosyl-DNA phosphodiesterase 1 (TDP1): qHTS in cells in absence of CPT; AID 686978, 2013; Potency, µM (top dose mostly 46.2 µM), without a hit: at the highest dose activity change, negative = growth inhibition, most hits filed as inhibitors; hit rate 15% among 420,000; DT40 Tdp1-/- hTDP1 cells, no CPT, ATP luminescence, 48 h; further: nearly all actives have a fitted effect of over 55% in size
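Compound effects on proliferation are scored in DT40 Tdp1-/-;hTDP1 cells in the absence of CPT. ATP levels (CellTiter-Glo luminescence) are recorded after a ≥48 hr, 37 °C incubation.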
An asterisk follows results filed as active; ? = inconclusive; · = no result given; & = joins results of further samples; [ ] = remark or other dose. The call rests on the fitted dose curve; in most records, active means well fitted curve in the direction sought with a large enough effect; inconclusive means small, poorly fitted or top-dose-only effect, or another doubt; inactive means no such curve, though single readings can be large; an effect the other way counts as inactive or inconclusive. Unless noted, on the % scale 0 is the no-effect control and ±100 the full control effect; potency means the concentration at half of the fitted maximal effect.

SMILES | TDP1 block | N370S GC | TDP1 cell noCPT
CCOC(=O)C1CCN(C(=O)c2cccc(S(=O)(=O)N3c4ccccc4CC3C)c2)CC1 (stereo not given) | 0.6% | · | ?
O=C(OCC(=O)N1CCCC1)c1cnc(Cl)c(Cl)c1 | -2.5% | · | -24.8%
Cc1ccc2cc(CCNC(=O)c3ccc(S(=O)(=O)N4CCOCC4)cc3)c(=O)[nH]c2c1 | 4.3% | -0.3% | -27.6%
COc1ccc(NC(=O)CCC(=O)Nc2nnc(CC(C)C)s2)cc1Cl | 2.1% | 1.4% | 21.7%
Fc1ccc(Nc2nc(-c3ccncc3)nc3ccccc23)cc1 | 5.4% | -18.8% | ?
Cn1c(=O)c2sccc2n2c(CCCC(=O)NCc3cccnc3)nnc12 | 1.8% | 2.8% | -15.8%
O=C(Nc1ccccc1-c1ccccc1)C12CC3CC(CC(C3)C1)C2 | 1.0% | 22.4% | 14.6µM*
CCOC(=O)CSc1ncnc2c1cnn2-c1ccc(Cl)cc1 | 4.2% | 0.2% | -28.9%
COc1cc(C(=O)Nc2ccn(C)n2)ccc1OC(F)F | 0.0%[56.1 µM] | · | -6.4%
COc1ccc(/C(N)=N/OC(=O)CCc2ccccc2)cc1OC | -2.5% | 5.2% | 15.2%
CCc1ccc(S(=O)(=O)/N=C2\C=C(Nc3cccc(C(=O)O)c3)C(=O)c3ccccc32)cc1 | · | 23.8% | 16.4µM*
Cc1cccc(/C=N/NC(=O)c2ccc(NC(=O)c3ccccc3Cl)cc2)n1 | 0.2% | -0.1% | -1.1%
COc1ccc(COC(=O)C2CC(=O)N(Cc3ccc(C)cc3)C2)cc1 (stereo not given) | 3.4% | -2.8% | -16.0%
Cc1c(Cc2ccc3c(c2)OCO3)sc(NC(=O)c2ccc3ccccc3c2)c1C(N)=O | 1.3% | 8.5% | ?
Cc1cc(C)cc(N(CC(=O)NC2CCCC2)C(=O)C2(C)CC(=O)N=C3C=CC=CN32)c1 (stereo not given) | -2.4% | 11.4% | 25.2%
O=c1cc(-c2ccc3c(c2)OCO3)oc2ccccc12 | 5.2% | 9.2% | -16.8%
Cc1ccc(-c2csc(NC(=O)c3ccc(C)o3)n2)cc1 | 7.6% | 24.0% | -16.3%
COC(=O)c1ccc(C2c3c(oc4ccccc4c3=O)C(=O)N2CCCN2CCOCC2)cc1 (stereo not given) | 1.2% | -2.6% | ?
O=C(COC(=O)c1ccc(N2CCCC2=O)cc1)NCc1ccco1 | 3.1% | -20.5% | 3.7%
Cc1ccccc1NC(=O)C1CCN(C(=O)N2CCOc3ccccc32)CC1 | · | -1.2% | -18.8%
CC(C)(C)NC(=O)N1CCC(CO)(Cc2ccccc2Cl)CC1 | -2.5% | -1.1% | -23.9%
N/C(=N\OC(=O)C(c1ccccc1)c1ccccc1)c1ccccn1 | 3.0%[56.1 µM] | 22.4% | 0.6%
CCc1ccc(-c2nn(CC(=O)NC3CCCC3)c3c2cnc2ccc(C)cc23)cc1 | 3.2% | · | -3.6%
CCOc1ccc(Cn2nnc(C(=O)NCCc3ccccc3)c2N)cc1 | -2.0% | 7.1% | -8.4%
CCOC(=O)c1c(S(=O)(=O)Nc2cccc(-c3ccno3)c2)c(C)n(C)c1C | 5.2% | -4.4% | -13.7%
Cc1[nH]n(-c2ncc(-c3ccccc3)s2)c(=O)c1C(c1ccc(Cl)cc1)C(C#N)C#N (stereo not given) | 13.7% | -4.5% | ?
O=C(N/N=C/c1cccc(OC(=O)c2ccc([N+](=O)[O-])cc2)c1)c1cccnc1 | · | -2.0% | 1.6%
Cc1ccc2[nH]c(=O)c3cc(C(=O)NCCN4CCN(C)CC4)sc3c2c1 | -2.6% | 5.8% | -19.6%
Cc1c(C(=O)N(Cc2ccco2)Cc2cccs2)oc2ccccc12 | -0.3% | · | ?
Cc1ccccc1-n1ccnc1SCC(=O)Nc1cccc(S(=O)(=O)NC2=NCCC2)c1 | 1.0% | · | ?
Cc1ccc[n+](CC(=O)Nc2ccc(Cl)c([N+](=O)[O-])c2)c1 | 2.9% | -10.9% | 0.4%
COc1cccc(N2CCN(C(=O)C3CCN(S(=O)(=O)c4ccc5c(c4)CC(C)N5C(C)=O)CC3)CC2)c1 (stereo not given) | 0.7% | -0.2% | ?
CCOc1ccc(-c2nnc(Nc3ccc(OC)c(C(=O)N4CCCCC4)c3)c3ccccc23)cc1 | 2.7% | -17.4% | 16.4µM*
Cc1ccc2c(n1)sc1c(=O)n(-c3cccc(C(F)(F)F)c3)nnc12 | 5.7% | · | ?
Cc1ccc(C)c(S(=O)(=O)Nc2ccc3[nH]c(=O)[nH]c3c2)c1 | 8.4% | -12.0% | ?
Cc1c(NC(=O)c2cc(=O)[nH]c(=O)[nH]2)c(=O)n(-c2ccccc2)n1C | 6.0% | -4.8% | -1.9%
Cc1cccc(-c2nc3cc(NC(=O)Cc4ccc(Cl)cc4)ccc3o2)c1 | 2.2%[12.3 µM] | · | 10.3µM*
CCc1ccc(Nc2n[n+](-c3ccccc3)c(-c3ccc(OCc4ccccc4)cc3)s2)cc1 | · | -5.1% | 5.17µM*
CCCCn1c2ccccc2c2nnc(SCCN3CCCCC3)nc21 | · | -3.8% | 16.4µM*
Cc1ccc(C(=O)C2CCN(C(=S)NCC3CCCO3)CC2)cc1 (stereo not given) | 7.4% | -15.4% | 10.3µM*

One compound at a time (already shown). Screens in order: TDP1 block	N370S GC	TDP1 cell noCPT
O=C(COC(=O)c1ccc(N2CCCC2=O)cc1)NCc1ccco1 in the list: 3.1%	-20.5%	3.7%
CCOC(=O)C1CCN(C(=O)c2cccc(S(=O)(=O)N3c4ccccc4CC3C)c2)CC1 (stereo not given) in the list: 0.6%	·	?

Next part.
SMILES | TDP1 block | N370S GC | TDP1 cell noCPT
COc1ccc(CCNC(=O)CSc2nc(O)cc(=O)[nH]2)cc1OC | -6.8% | -11.6% | 19.9%
CCN(C(=O)COC(=O)c1cccc(S(=O)(=O)NCc2ccccc2)c1)c1ccccc1 | -7.6% | ? | ?
Cc1cc(C(=O)COC(=O)CC2Sc3ccccc3NC2=O)c(C)n1-c1ccc2c(c1)OCO2 (stereo not given) | 0.0% | -1.7% | ?
CCc1ccc(S(=O)(=O)c2nnn3c2nc(N2CCN(c4ccccc4)CC2)c2cc(Cl)ccc23)cc1 | -5.9% | · | -18.9%
O=C(NCC(c1ccc(F)cc1)N1CCOCC1)c1cccc(Br)c1 (stereo not given) | 4.2% | -4.8% | ?
COC(=O)COc1ccc(/C=C2/SC(=O)N(CC(=O)N3CCCC3)C2=O)cc1Br | 7.9% | -19.0% | -17.2%
Cc1ccc(S(=O)(=O)N2CCCC2CNC(=O)C(=O)Nc2ccccc2)cc1 (stereo not given) | · | -4.9% | ?
O=S(=O)(c1ccc(Br)cc1)N1CCN=C1SCc1cccc(F)c1 | -8.2% | 0.9% | ?
Cc1cc(C(F)(F)F)c2c(n1)sc1c(O)cc(=O)[nH]c12 | -2.3% | -1.6% | -12.4%
Cc1cccc(C(=O)NC(NCCc2ccccc2)C(Cl)(Cl)Cl)c1 (stereo not given) | 5.4% | -10.1% | ?
CC(=O)c1cccc(NC(=S)N2CCCC2)c1 | 3.2%[56.1 µM] | 2.4% | 25.2%
O=c1[nH]c(C(Cl)(Cl)Cl)nc2ccc3ccccc3c12 | 3.0%[0.0935 µM] | -3.2% | -9.0%
CCc1ccc(CN2CCCC(C(=O)Nc3ccccc3-c3ccc(OC)cc3)C2)o1 (stereo not given) | 10.3% | 4.6% | ?
CCOCc1nnc(NC(=O)C2c3ccccc3Oc3ccccc32)s1 | 2.6% | -4.1% | ?
N#Cc1cc2c(=O)n3ccccc3nc2n(-c2ccc(Cl)cc2)c1=O | 3.5% | ? | -22.9%
COc1cccc(OC)c1C(=O)Nc1ccc2c(c1)N(C(C)=O)CCC2 | 6.2% | · | -4.0%
COc1ccc(OC)c(Nc2ncnc3c2cnn3-c2ccc(C)cc2)c1 | 7.8% | · | ?
COc1ccc(OCC(=O)Nc2cccc(-c3nc4ccccc4o3)c2)cc1 | -3.1% | 23.0% | -16.6%
CCOC(=O)C1(Cc2ccccc2C)CCCN(C(=O)CN2CCCCC2=O)C1 (stereo not given) | · | -0.2% | ?
NN/C(=C\[N+](=O)[O-])Nc1ccc(Cl)cc1 | 8.0% | 14.0% | ?

(list continues)
molecule	TDP1 block	N370S GC	TDP1 cell noCPT
CN(C)c1cccc(C(=O)Nc2ccc(N3CCOCC3)cc2)c1	5.9%	7.2%	?
COc1ccccc1C(C)NS(=O)(=O)c1cccs1 (stereo not given)	8.5%	-6.1%	·
O=C(N/C(=C/c1ccco1)C(=O)N1CCc2ccccc21)c1ccco1	·	21.2%	-24.6%
CCC(C)Sc1ccc([C@H]2N[C@@](CC(C)C)(C(=O)OC)[C@H]3C(=O)N(CC)C(=O)[C@@H]23)cc1 (stereo not given in full)	-4.0%	1.1%	?
Cc1cc(=O)oc2cc(OCC(=O)NCCc3c[nH]c4ccc(F)cc34)ccc12	-17.1%	-0.6%	13.1%
Cc1cccc(OCCCCCNCCO)c1	4.0%	-1.8%	-6.6%
CC(OC(=O)Cn1ccccc1=O)C(=O)Nc1cc(Cl)cc(Cl)c1 (stereo not given)	0.2%	·	7.3%
Cc1ccc2c(=O)cc(C(=O)NC3CCS(=O)(=O)C3)oc2c1C (stereo not given)	0.8%	-8.2%	12.5%
Cc1ccc(-n2c(Cl)c(Cl)nc(Cl)c2=O)cc1	7.9%	22.8%	0.92µM*
COC(=O)[C@H](C)[C@@H]1C[C@@]1(C)[C@@H](NC(=O)OCc1ccccc1)c1ccccc1	-6.6%&5.1%	?	-28.4%
O=C(O)Cc1cccc(OCCCN(Cc2cccc(C(F)(F)F)c2Cl)CC(c2ccccc2)c2ccccc2)c1	-7.1%	20.1%	·
COc1ccc(CNC(=O)CCc2ccc(S(=O)(=O)N3CCCCCC3)cc2)cc1	-3.4%[56.1 µM]	·	?
O=C(Nc1ccc(C2CC2(Cl)Cl)cc1)c1ccccc1Br (stereo not given)	0.0%	11.2%	13µM*
Cc1cnc(CNc2ncncc2-c2ccc(N(C)C)cc2)cn1	·	-1.5%	?
O=C(Cn1cc(C(F)(F)F)ccc1=O)N/N=C/c1ccc(Cl)c(Cl)c1	1.9%	-11.3%	-21.7%
O=C(Cn1cnc2c(oc3ccccc32)c1=O)NCC1CCCO1 (stereo not given)	-2.0%	4.6%	-1.5%
COc1ccc(OC)c(CN2CCN(C(=O)c3cccc(S(=O)(=O)Nc4ccc(C)cc4)c3)CC2)c1	3.0%	-14.1%	?
COc1ccc(NC(=O)CC2Oc3ccc(C)cc3NC2=O)cc1 (stereo not given)	2.9%	28.5%	-16.6%
Cc1cc(=O)oc2c(C)c(OCC(=O)N3CCN(c4cccc(Cl)c4)CC3)ccc12	0.7%	-8.3%	23.1µM*
Cc1cccc(-c2nnc(SCC(=O)N3c4ccccc4CCc4ccccc43)n2C)c1	0.0%	0.4%	23.1µM*
Cc1ncccc1C(=O)N1CCCC(C(=O)c2ccc3c4c(cccc24)CC3)C1 (stereo not given)	-3.0%	7.2%	?
CC(=O)c1ccccc1NC(=O)COC(=O)Cc1cccc(C(F)(F)F)c1	-10.4%	·	-5.7%
COC(=O)c1c(C)[nH]c(C(=O)CSc2nnnn2-c2ccccc2)c1C	0.0%	3.5%	?
COc1ccc(OC)c(C(=O)C2COC(=O)C2)c1 (stereo not given)	4.4%	8.4%	?
O=C(Nc1nnc(N2CCCCCC2)s1)c1cc(-c2ccc(Br)cc2)on1	0.0%	-18.7%	-0.3%

Quoted from the listing.
N370S GC result of `Cc1cnc(CNc2ncncc2-c2ccc(N(C)C)cc2)cn1` : -1.5%
TDP1 cell noCPT result of `CC(OC(=O)Cn1ccccc1=O)C(=O)Nc1cc(Cl)cc(Cl)c1` (stereo not given) : 7.3%
TDP1 cell noCPT result of `O=C(Cn1cc(C(F)(F)F)ccc1=O)N/N=C/c1ccc(Cl)c(Cl)c1` : -21.7%
TDP1 block result of `COc1ccc(OC)c(C(=O)C2COC(=O)C2)c1` (stereo not given) : 4.4%
N370S GC result of `COc1ccc(NC(=O)CC2Oc3ccc(C)cc3NC2=O)cc1` (stereo not given) : 28.5%
TDP1 block result of `COc1ccc(CNC(=O)CCc2ccc(S(=O)(=O)N3CCCCCC3)cc2)cc1` : -3.4%[56.1 µM]

Additional results
molecule	TDP1 block	N370S GC	TDP1 cell noCPT
COc1cccc(NC(=O)c2cccc(OC)c2OC)c1	6.8%	5.8%	-22.2%
Cc1ccc(C(=O)NC(C)c2ccccc2)cc1Br (stereo not given)	0.0%	-1.7%	-22.9%
Cc1ccc(N2OC3C(=O)NC(=O)C3C2c2ccco2)cc1 (stereo not given)	2.6%	-2.5%	-12.9%
Cc1ccc(CNC(=O)c2sc3ccc(S(=O)(=O)N4CCCCC4)cc3c2N)cc1	3.2%	6.2%	·

Copied from the results shown (2 entries):
molecule	TDP1 block	N370S GC	TDP1 cell noCPT
CCOC(=O)C1CCN(C(=O)c2cccc(S(=O)(=O)N3c4ccccc4CC3C)c2)CC1 (stereo not given)	0.6%	·	?
O=C(OCC(=O)N1CCCC1)c1cnc(Cl)c(Cl)c1	-2.5%	·	-24.8%

Compound activity as filed in PubChem.

Some of the compounds tested, so the mix of outcomes need not match the whole.
